ALOX15 inhib – qHTS Assay for Inhibitors of 15-hLO (15-human lipoxygenase); Polyunsaturated fatty acid lipoxygenase ALOX15 (Homo sapiens), P16050; purified 15hLO-1, xylenol orange hydroperoxide absorbance; Potency, µM (series often up to 57.1 µM), without a hit: top-dose activity change, negative = inhibition, usual class: inhibitors; 74,000 compounds, 1.4% hits; AID 887, 2007; note: potency is the fitted concentration of half-maximal effect; % is set by controls: 0 for no effect and ±100 for the full control effect; nearly all actives have a fitted effect of over 55% in size
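Compounds were preincubated 15 min at room temperature with 40 nM purified human enzyme (25 mM Hepes pH 7.5, 0.01% Triton X-100); 50 uM arachidonic acid reacted 6 min. Fe-xylenol orange detection, 30 min, absorbance ratio 573/405 nm.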
BRCT inh green – qHTS Assay for Inhibitors of BRCT-Phosphoprotein Interaction (Green Fluorophore); BRCA1 BRCT-phosphopeptide binding, green fluorescence polarization; Potency, µM (titrated, usually from 76.9 µM), inactives show top-dose activity change, negative = inhibition, hits mostly inhibitors; 75,000 compounds, 0.05% hits;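 note: potency is the fitted concentration of half-maximal effect; plate controls were peptide without protein for full effect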
Target sequence (P38398 whole entry, looked up): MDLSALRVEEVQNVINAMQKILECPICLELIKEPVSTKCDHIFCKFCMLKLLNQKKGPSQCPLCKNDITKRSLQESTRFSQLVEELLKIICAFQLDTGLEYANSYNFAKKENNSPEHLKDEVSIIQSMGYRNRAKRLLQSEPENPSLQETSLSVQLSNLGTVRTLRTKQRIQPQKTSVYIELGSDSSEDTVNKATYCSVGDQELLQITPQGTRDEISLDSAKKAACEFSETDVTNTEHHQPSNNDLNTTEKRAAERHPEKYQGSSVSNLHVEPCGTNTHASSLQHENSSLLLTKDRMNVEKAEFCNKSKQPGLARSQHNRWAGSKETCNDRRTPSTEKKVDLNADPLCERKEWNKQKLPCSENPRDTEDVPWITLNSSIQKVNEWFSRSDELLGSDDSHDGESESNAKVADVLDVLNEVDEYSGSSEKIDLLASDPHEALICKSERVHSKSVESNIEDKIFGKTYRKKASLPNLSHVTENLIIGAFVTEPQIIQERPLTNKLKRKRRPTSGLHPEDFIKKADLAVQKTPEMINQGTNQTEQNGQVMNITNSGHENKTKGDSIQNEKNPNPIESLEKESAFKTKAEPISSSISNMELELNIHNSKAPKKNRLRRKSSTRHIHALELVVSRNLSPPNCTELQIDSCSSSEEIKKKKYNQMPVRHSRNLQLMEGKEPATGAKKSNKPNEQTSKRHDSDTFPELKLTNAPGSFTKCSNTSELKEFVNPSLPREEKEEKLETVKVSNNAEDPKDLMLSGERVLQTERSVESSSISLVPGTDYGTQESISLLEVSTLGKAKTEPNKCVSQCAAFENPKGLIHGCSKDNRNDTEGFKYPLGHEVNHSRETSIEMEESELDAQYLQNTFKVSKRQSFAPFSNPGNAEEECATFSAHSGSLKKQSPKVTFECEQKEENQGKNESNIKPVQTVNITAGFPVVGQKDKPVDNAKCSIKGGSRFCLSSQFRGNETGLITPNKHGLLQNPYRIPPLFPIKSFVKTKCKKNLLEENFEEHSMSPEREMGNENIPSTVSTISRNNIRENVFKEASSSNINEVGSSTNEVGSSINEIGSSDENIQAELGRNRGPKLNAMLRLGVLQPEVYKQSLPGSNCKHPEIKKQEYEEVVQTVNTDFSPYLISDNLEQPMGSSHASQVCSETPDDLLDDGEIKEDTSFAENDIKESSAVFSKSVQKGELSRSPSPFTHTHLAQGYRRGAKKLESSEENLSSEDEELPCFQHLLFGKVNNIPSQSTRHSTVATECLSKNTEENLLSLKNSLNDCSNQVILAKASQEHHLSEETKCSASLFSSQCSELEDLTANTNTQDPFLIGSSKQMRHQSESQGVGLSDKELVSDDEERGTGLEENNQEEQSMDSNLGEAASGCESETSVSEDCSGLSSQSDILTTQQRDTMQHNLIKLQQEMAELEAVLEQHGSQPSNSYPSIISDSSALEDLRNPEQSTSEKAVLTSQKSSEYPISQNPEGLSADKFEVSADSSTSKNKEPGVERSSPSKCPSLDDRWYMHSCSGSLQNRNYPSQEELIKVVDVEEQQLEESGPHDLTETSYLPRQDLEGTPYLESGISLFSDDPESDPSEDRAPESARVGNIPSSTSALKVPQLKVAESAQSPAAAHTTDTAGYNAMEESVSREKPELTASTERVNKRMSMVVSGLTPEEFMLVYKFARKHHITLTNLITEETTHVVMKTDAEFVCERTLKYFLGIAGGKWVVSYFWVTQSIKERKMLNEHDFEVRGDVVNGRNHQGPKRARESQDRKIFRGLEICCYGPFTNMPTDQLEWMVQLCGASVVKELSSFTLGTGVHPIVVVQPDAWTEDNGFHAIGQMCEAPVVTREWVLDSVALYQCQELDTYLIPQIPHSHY
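Compounds were incubated for 12 min at room temperature with a complex of 100 nM fluorescein-tagged pBACH1 decapeptide and 250 nM His-tagged BRCT protein. Buffer was phosphate pH 7.3 with EDTA, DTT and Tween 20. Disruption of binding lowers the polarization signal.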
CRE-bla Fsk – Cell signaling CRE-BLA (Fsk stim). CHO CRE-bla reporter (cAMP response element driving beta-lactamase), forskolin EC10, beta-lactamase ratio. Potency, µM (top dose mostly 38.2 µM), for the others: at the highest dose activity change, negative = inhibition, most hits filed as activators. 71,000 compounds, 2.5% hits. AID 662, 2007; active = well fitted activation curve with a large enough effect in the signal ratio, with a control signal flat, not every such curve was filed as active; inconclusive = small, poorly fitted or top-dose-only effect, or effect the other way, or a change in a side signal; the % refers to the signal ratio; note: potency is the fitted concentration of half-maximal effect; % of control where 0% means no effect
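Using CellSensor CRE-bla CHO cells in Opti-MEM with 0.5% dialyzed FBS, compounds were titrated with EC10 NKH 477 for 3 h at 37 °C. CCF4 ratio (460/530 nm) gave %Activity; AC50 derived.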
Ub-GFP proteasome – Ubiquitin-GFP Assay; Potency, µM (titrated, usually from 45.9 µM), without a hit: at the top dose activation (GFP accumulation), most hits filed as activators; AID 526, 2006; 67,000 tested, under 10 active; Ubiquitin-GFP reporter cells, proteasome inhibition, GFP fluorescence; response scale: untreated = 0%, 10 µM MG-132 = 100%; active = well fitted activation curve with a large enough effect, not every such curve was filed as active; inconclusive = small, poorly fitted or top-dose-only effect, or another doubt; inactive = no such curve, though single readings can be large or run the other way; note: potency is the fitted concentration of half-maximal effect
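U2OS cells stably expressing ubiquitin(G76V)-GFP, seeded overnight in 0.5% FBS medium, were exposed to compounds (qHTS, 46 uM to 2.9 nM) for 4 hr at 37 °C. GFP-positive cells were counted by laser cytometry (488 ex/515 em), normalized between basal and 10 uM MG-132.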
Hsp90 Hop PPI – qHTS Assay for Disrupters of an Hsp90 Co-Chaperone Interaction; Potency, µM (titrated, usually from 57 µM), for inactives: at the highest dose activity change, negative = inhibition; Hsp90 C-terminal peptide / TPR2A (Hop) interaction, human; 71,000 compounds, 0.44% hits; AlphaScreen TPR2A-His6 binding biotin-Hsp90 C-terminal peptide; active = well fitted curve in either direction with a large enough effect; inconclusive = small, poorly fitted or top-dose-only effect, or another doubt; note: potency is the fitted concentration of half-maximal effect; % is set by controls: 0 for no effect and ±100 for the full control effect; many of its hits are not listed in these tables
4-MU autofl – qHTS Assay for Spectroscopic Profiling in 4-MU Spectral Region. AID 589, 2007. max dye-equivalent concentration, M. 59,000 compounds, 11% hits. compound autofluorescence, 340/450 nm, 4-MU equivalents; hits give high values; in the data active = max dye-equivalent concentration above about 10 nM; inconclusive = mostly about 1.1 nM to 9.6 nM
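Compounds in 100 mM Tris, pH 8.0, sat 15 min at room temperature before fluorescence was read at 340 nm excitation/450 nm emission; a per-plate six-point 4-MU standard curve converted signals to dye-equivalent concentration at each compound concentration.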
HBB splicing – qHTS Assay for Modulators of Hemoglobin Beta Chain Splicing. HBB splicing reporter cell assay, activation; EGFP reporter with mutant IVS2-654 intron; response scale: normalised to 500 nM splice-correcting PNA. Potency, µM (top dose mostly 46.1 µM), for the others: top-dose activation, actives largely listed as activators. 65,000 compounds, 0.06% hits. AID 925, 2007; note: potency is the fitted concentration of half-maximal effect; 0% is about no effect
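Compounds were applied for 2 days to HeLa EGFP-654 cells, 500/well in Optimem with 2% FCS. The reporter's EGFP is disrupted by mis-splicing of beta-globin intron IVS2-654. Readout: summed well GFP fluorescence from 488 nm laser scanning; reference was 500 nM antisense […] 654 PNA.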
BRCT inh red – qHTS Assay for Inhibitors of BRCT-Phosphoprotein Interaction (Red Fluorophore); Potency, µM (titrated, usually from 76.9 µM), for inactives: top-dose activity change, negative = inhibition, usual class: inhibitors; Breast cancer type 1 susceptibility protein (Homo sapiens), P38398; BRCT-phosphopeptide binding, red fluorescence polarization; AID 892, 2007; 75,000 compounds, 0.03% hits; note: % is set by controls: 0 for no effect and ±100 for the full control effect
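Rhodamine-labelled pBACH1 10-mer (100 nM) bound to BRCT domain (100 nM) at pH 7.3; compounds incubated 12 min room temperature, polarization read. Free peptide defines full inhibition; unlabelled decapeptide titrated as control.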
A350 fluor – qHTS Assay for Spectroscopic Profiling in A350 Spectral Region | Compound autofluorescence, 340/450 nm, Alexa 350 dye-equivalents; hits give high values | max dye-equivalent concentration, M | 59,000 compounds, 11% hits | AID 590, 2007; in the data active = max dye-equivalent concentration above about 10 nM; inconclusive = mostly about 1.1 nM to 9.6 nM
Pol III holo inh – qHTS Assay for Inhibitors of DNA Polymerase III Holoenzyme System | reconstituted DNA polymerase III holoenzyme replication, biochemical | Potency, µM (highest dose often 57.1 µM), without a hit: at the top dose activity change, negative = inhibition | 71,000 compounds, 0.25% hits | AID 603, 2007; note: potency is the fitted concentration of half-maximal effect; % is set by controls: 0 for no effect and ±100 for the full control effect
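Reconstituted *E. coli* holoenzyme (0.35 nM Pol III, 1 nM beta, 154 nM SSB, 2 nM primase) was preincubated with compound for 15 min at RT. Synthesis on 1.4 nM ssM13Gori ran 35 min, then was stopped with PicoGreen/EDTA and read as dsDNA fluorescence.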
GFP derepression – qHTS Assay for Epigenetic Modulators; mouse C127i GFP locus derepression, cytometry, 30 h; Potency, µM (titrated, usually from 46.1 µM), inactives show top-dose GFP derepression (activation); 68,000 compounds, 0.09% hits; AID 597, 2007; note: % of control where 0% means no effect
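Murine C127i mammary cells carrying a silenced, stably integrated CMV-driven GFP reporter were treated with compound for 30 hours at 37 C. After PBS washes, GFP-positive cells were counted by laser-scanning microplate cytometry.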
* marks the source's active call; other numbers are inactive results; i = inactive; ? = inconclusive; / = no result given; & = joins results of further samples; [ ] = another dose, or the depositor's remark. Unless noted, calls come from the whole dose curve; as a rule, active = well fitted curve in the direction sought with a large enough effect; inconclusive = small, poorly fitted or top-dose-only effect, or another doubt; inactive = no such curve, though single readings can be large; an effect the other way counts as inactive or inconclusive. Not a hit list; about 12% have a hit in one of these screens.

Every second line gives: ALOX15 inhib	BRCT inh green	CRE-bla Fsk	Ub-GFP proteasome	Hsp90 Hop PPI	4-MU autofl	HBB splicing	BRCT inh red	A350 fluor	Pol III holo inh	GFP derepression
- CCOC(=O)C1CCN(Cc2ccc(C(=O)OC)cc2)CC1
  -1%	-2.3%	2%	-7%	6%	i	0.2%	0.2%	i	-5%	0%
- COc1cccc(N(CC(=O)Nc2cccc(C(C)=O)c2)S(C)(=O)=O)c1
  ?	3.9%	17%	1%	-6%	/	-1.4%	0.2%	/	0%	0%
- CCOC(=O)c1sc2ncn(C(C)C(=O)OCC)c(=O)c2c1C (configuration not stated)
  -4%	-3.8%	?	4%	1%	i	-5.1%	0.6%	?	-7%	0%
- C=CCn1c(C)cc(C(=O)COc2ncnc3sccc23)c1C
  -5%	0.6%	0%	0%	-8%	i	-0.1%[57.5 µM]	0.4%	i	-1%	7%
- CCOC(=O)c1c(C)[nH]c(C(=O)OC/C(O)=C(\C#N)c2nc3ccccc3[nH]2)c1C
  -12%	8.4%	?	-6%	-15%	i	-0.2%	-3.1%	i	-2%	-1%
- O=C(Nc1ccc(N2CCN(Cc3ccccc3)CC2)cc1)c1cccnc1
  3%	-2.9%	5%	-1%	-4%	i	-0.3%	-0.7%	i	0%	-3%
- COc1ccccc1NC(=O)CSc1nnc(Cn2nnc(-c3ccccc3)n2)n1-c1ccccc1
  -14%	0.0%	?	4%	-4%	i	1.0%	-2.4%	i	-1%	0%
- Clc1ccc(-n2ncc3c(NCCN4CCOCC4)ncnc32)cc1
  -17%	-0.8%	?	-1%	-5%	i	0.0%	-1.5%	?	-6%	0%
- CCN1CCN(C(=O)c2cc3sccc3n2CC(=O)c2ccccc2)CC1
  -2%	-1.2%	-15%	-1%	-1%	i	-0.1%[57.5 µM]	-0.3%	?	0%	4%
- Cc1ccc2c(c1)N(CC(=O)O)C(=O)CO2
  2%	-0.5%	-7%	-2%	-3%	i	0.3%[57.5 µM]	0.0%	i	-4%	7%
- COc1ccc(CCNC(=O)C2CCCN(c3nn4c(=O)cc(C)nc4s3)C2)cc1OC (configuration not stated)
  7%	-2.0%	?	5%	-2%	i	-0.2%	1.8%	i	-2%	2%
- COc1cc(C)c(Br)cc1S(=O)(=O)N1CCOCC1
  8%	0.3%	-7%	1%	-4%	i	0.7%	1.0%	i	-3%	3%
- CCN1C(=O)NC(c2cccnc2)C(C(=O)OC)=C1C (configuration not stated)
  0%	-1.8%	-3%	-8%	-3%	/	0.0%[9.22 µM]	-0.9%	/	2%	0%
- COc1ccc(OC)c(C(=O)COC(=O)c2c(OC)cccc2OC)c1
  -5%	-0.7%	20%	-1%	-3%	?	-2.1%	0.4%	?	-11%	-1%
- Nc1ncnc2c1ncn2[C@@H]1O[C@H](CO)[C@@H](O)[C@H]1O
  12%[25.6 µM]	-0.3%	/	/	/	i	/	0.9%	i	/	-2%[20.6 µM]
- CC[C@H](CO)NCCN[C@@H](CC)CO
  5%[25.6 µM]	-2.4%[34.4 µM]	1%[17.1 µM]	-1%[20.5 µM]	3%[26 µM]	i	1.3%[20.6 µM]	-0.2%[34.4 µM]	i	-1%[25.6 µM]	-2%[20.6 µM]
- CCn1c(SCC(=O)Nc2cc(NC(C)=O)ccc2OC)nnc1-c1cccnc1
  -1%	-1.6%	14%	10%	-6%	?	-0.2%	-0.5%	1e-08M*	-2%	-6%
- OCCNc1cc(-n2nc(-c3ccccc3)cc2-c2ccccc2)ncn1
  2%	-0.5%	?	3%	-3%	i	-2.6%	0.1%	i	-3%	0%
- CC(O)CO (configuration not stated)
  -10%&3%	-2.8%&-2.4%	-1%&6%	/	1%&-5%	/	1.0%&0.1%	-0.5%&0.9%	/	-1%&-4%	/
- Cc1nc2cc(-c3cccc(Cl)c3)nn2c(N2CCN(C(=O)c3ccco3)CC2)c1C
  3%	-0.9%	-5%	0%	1%	3.4e-08M*	-0.1%[57.5 µM]	0.2%	3.2e-08M*	-3%	2%

(list continues)
Every second line gives: ALOX15 inhib	BRCT inh green	CRE-bla Fsk	Ub-GFP proteasome	Hsp90 Hop PPI	4-MU autofl	HBB splicing	BRCT inh red	A350 fluor	Pol III holo inh	GFP derepression
- CCOc1nc(S(=O)(=O)c2ccc(C)cc2)c(Cl)s1
  3%	-1.0%	7%	-4%	8%	i	-0.2%[57.5 µM]	0.3%	i	-2%	0%
- CCC[C@@H]1C[C@@]1(CCC)[C@@H](NP(=O)(c1ccccc1)c1ccccc1)c1ccc(C(=O)OC)cc1
  -2%	-2.5%	-2%	/	0%	/	-1.1%	-4.3%	/	-4%	/
- Cc1ccccc1-n1c(=O)cc(N2CCC3(CC2)OCCO3)[nH]c1=O
  10%	-1.7%	-9%	-10%	8%	i	3.7%	0.7%	i	-1%	0%
- CC[C@H](C)C(=O)O[C@H]1CCC=C2C=C[C@H](C)[C@H](CC[C@@H]3C[C@H](O)CC(=O)O3)[C@H]21
  -17%	-1.8%	?	1%	1%	/	/	-2.2%	/	-3%	-1%
- Cc1ccc(S(=O)(=O)N2CCN(S(=O)(=O)N3CCCCC3)CC2)c(C)c1
  3%	-4.0%	-11%	6%	1%	i	-0.1%	-1.9%	i	-2%	2%
- Cn1c(CNc2ccccn2)c(C#N)c2ccccc21
  1%	-2.3%	-5%	18%	-3%	i	2.9%	0.2%	?	-15%	0%
- Cc1cc(NC(=O)COn2nnc3ccc(Cl)cc32)no1
  5%	-1.0%	-20%	-2%	1%	i	-0.2%[57.5 µM]	-0.9%	i	3%	-1%
- CC(C)n1nc(C(=O)NCCc2ccc(S(N)(=O)=O)cc2)c2ccccc2c1=O
  0%	-1.2%	?	2%	-1%	i	3.3%[1.84 µM]	0.1%	i	-2%	-2%
- CCOC(=O)CCCNC(=O)CCNC(=O)c1ccc(OC(C)C)cc1
  2%	-2.7%	-2%	-17%	-1%	/	-0.7%[9.22 µM]	0.1%	/	3%	-2%
- O=C(O)c1ccccc1SC1CC(=O)N(C2CCCCC2)C1=O (configuration not stated)
  5%	-0.4%	-3%	-2%	-3%	/	0.1%	-0.6%	/	-2%	/
- Cn1cccc1Cc1nnc(SCC(=O)NCc2ccc3c(c2)OCO3)n1CCc1ccccc1
  -9%	1.9%	-11%	1%	-9%	i	-1.1%	1.2%	i	1%	0%
- Cc1cnc(NC(=O)CSc2nnc(Cc3ccccc3)n2C)s1
  9%	-2.3%	7%	0%	-4%	i	-0.8%	1.0%	i	-3%	-3%
- CCOCC(O)CSCc1ccc(Cl)cc1 (configuration not stated)
  -12%	-1.8%	-1%	-4%	-2%	/	0.7%	-0.6%	/	0%	0%
- Cc1ccc(NCc2nnc(SCC(=O)N3CCc4ccccc43)n2C)cc1
  -12%	-4.2%	-3%	-3%	-5%	i	/	0.1%	i	-4%	-1%

Full records, looked up by structure.
`CC[C@H](C)C(=O)O[C@H]1CCC=C2C=C[C@H](C)[C@H](CC[C@@H]3C[C@H](O)CC(=O)O3)[C@H]21` in the list: ALOX15 inhib = -17%; BRCT inh green = -1.8%; CRE-bla Fsk = ?; Ub-GFP proteasome = 1%; Hsp90 Hop PPI = 1%; 4-MU autofl = /; HBB splicing = /; BRCT inh red = -2.2%; A350 fluor = /; Pol III holo inh = -3%; GFP derepression = -1%
`Cc1cnc(NC(=O)CSc2nnc(Cc3ccccc3)n2C)s1` in the list: ALOX15 inhib = 9%; BRCT inh green = -2.3%; CRE-bla Fsk = 7%; Ub-GFP proteasome = 0%; Hsp90 Hop PPI = -4%; 4-MU autofl = i; HBB splicing = -0.8%; BRCT inh red = 1.0%; A350 fluor = i; Pol III holo inh = -3%; GFP derepression = -3%

Compound activity deposited in PubChem BioAssay by National Center for Advancing Translational Sciences (NCATS).
